Screening data (PubChem)
MT1-MMP act inh – blockers of MT1-MMP proenzyme processing, primary screen, HT1080 RFP-PRO-GFP cells, GFP/RFP fluorescence; Matrix metalloproteinase-14 (Homo sapiens), P50281; GFP/RFP ratio fluorescence, overnight; percent of plate control window, DMSO zero; GFP/RFP ratio change, % at 20 µM; actives 0.061% (n = 360,000);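 active = GFP/RFP ratio change of at least 30% with cell ATP level not reduced by more than half and red fluorescence within 50% of control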; also: strong numbers were not always called active
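Assay system: RFP-PRO-GFP reporter HT1080 cells; read-out basis: GFP/RFP fluorescence ratio; benchmarks: DMSO wells and RFP-L50D-GFP cells; doses: 20 µM single dose, 1% DMSO; schedule: overnight cell settling, then overnight compound exposure, 37 °C, 5% CO2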
E coli Lon inh – inhibitors of E. coli Lon protease, primary screen, biochemical, fluorescence polarization; purified E. coli Lon protease; AID 602123, 2011; inhibition, % at 7.94 µM; actives 0.42% (n = 360,000); P0A9M0; in the data active = inhibition above about 13%, passing the limit was not always enough;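 also: 0% = enzyme with probe and DMSO and 100% = no enzyme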
Target sequence (P0A9M0 whole entry, looked up): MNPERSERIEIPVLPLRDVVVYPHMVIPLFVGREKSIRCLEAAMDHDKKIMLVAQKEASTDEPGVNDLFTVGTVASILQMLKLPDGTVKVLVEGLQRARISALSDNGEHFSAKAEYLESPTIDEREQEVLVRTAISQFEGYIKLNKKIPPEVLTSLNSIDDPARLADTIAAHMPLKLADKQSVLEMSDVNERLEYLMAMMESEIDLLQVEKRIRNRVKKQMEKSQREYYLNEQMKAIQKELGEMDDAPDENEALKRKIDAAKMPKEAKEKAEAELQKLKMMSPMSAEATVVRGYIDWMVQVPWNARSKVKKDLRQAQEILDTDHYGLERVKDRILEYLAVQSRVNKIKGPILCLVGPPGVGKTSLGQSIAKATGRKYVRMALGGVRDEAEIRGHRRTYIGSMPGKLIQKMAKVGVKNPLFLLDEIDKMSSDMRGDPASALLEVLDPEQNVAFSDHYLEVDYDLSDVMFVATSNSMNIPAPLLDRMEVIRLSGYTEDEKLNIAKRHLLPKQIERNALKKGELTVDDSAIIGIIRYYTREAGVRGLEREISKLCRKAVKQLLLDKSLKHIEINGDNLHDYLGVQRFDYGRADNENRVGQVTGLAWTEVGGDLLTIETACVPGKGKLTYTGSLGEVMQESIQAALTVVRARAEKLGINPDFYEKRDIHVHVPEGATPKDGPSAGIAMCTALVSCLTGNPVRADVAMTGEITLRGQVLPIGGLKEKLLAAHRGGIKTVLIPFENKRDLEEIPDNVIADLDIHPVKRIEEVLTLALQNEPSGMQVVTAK
FAS TE block – FAS thioesterase domain inhibitors, primary screen, biochemical, fluorescence intensity, uHTS; recombinant FAS-TE, OMFH fluorogenic substrate, fluorescence endpoint; inhibition, % at 15 µM; actives 0.67% (n = 360,000); AID 602261, 2012;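 active = compounds whose normalised, plate-corrected inhibition of enzyme fluorescence in the single-dose primary screen is 50% or more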;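 also: 0% = DMSO with enzyme and 100% = substrate without enzyme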
MsrA inhibitor – bovine MsrA enzyme inhibitors, primary screen, biochemical, absorbance, HTS; Methionine sulfoxide reductase A (Bos taurus); purified bovine MsrA, absorbance read-out; inhibition, % at 15.5 µM; actives 0.75% (n = 360,000); AID 651718, 2012; in the data active = inhibition above about 4.5%;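 also: 0% = vehicle wells with enzyme and 100% = reference inhibitor wells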
NRP1-CendR mod – modulators of CendR peptide binding to NRP-1, primary screen, biochemical, fluorescence polarization, uHTS; inhibition, % at 25 µM; FAM-RPARPAR peptide binding to NRP-1; Neuropilin-1 (Homo sapiens), O14786; actives 0.85% (n = 360,000);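 active = inhibition or corrected inhibition above about 18%, plus a signal ratio from 0.5 to 1.5, limit read from the data, passing the limit was not always enough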; also: strong numbers were not always called active
SKN-1 inh – suppressors of acrylamide-induced Pgst-4::GFP reporter in worms, primary screen, SKN-1 inhibitor project, whole organism, uHTS, GFP/RFP fluorescence ratio, strain VP596; C. elegans VP596 Pgst-4::GFP/RFP ratio, 24 h; inhibition, % at 21.8 µM; actives 0.49% (n = 360,000);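 active = interference check ratio from 0.5 to 1.5 plus GFP to RFP signal ratio inhibition reaching or exceeding a fixed threshold, cut at about 30% in these data, passing the limit was not always enough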; also: some compounds called inactive have numbers as strong as hits
Neddyl block – inhibitors of cullin neddylation, primary screen, biochemical, TR-FRET, uHTS, NAE and Ubc12. calls only at 25 µM. AID 651699, 2012. NEDD8-conjugating enzyme Ubc12 (Homo sapiens) + NEDD8-activating enzyme E1 regulatory …. actives 0.58% (n = 360,000); in the data active = inhibition above about 36%
Rin1 Abl inh – inhibitors of Rin1-Abl protein binding, primary screen, biochemical, TR-FRET; actives 0.4% (n = 360,000); Tyrosine-protein kinase ABL1 (Homo sapiens) + Ras and Rab interactor 1 (Homo sapiens), …; inhibition, % at 7.35 µM; in the data active = inhibition above about 5%, passing the limit was not always enough
bovine MsrA act – bovine MsrA enzyme activators, primary screen, biochemical, absorbance, HTS; Methionine sulfoxide reductase A (Bos taurus); purified bovine MsrA, absorbance read-out; activation, % at 10.6 µM; actives 0.3% (n = 360,000); in the data active = activation above about 7.5%;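 also: 0% = vehicle and 100% = reference activator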
Active calls of the source: *; i = inactive; x = not tested or not shown; + = active, no number.

SMILES,SKN-1 inh,Rin1 Abl inh,bovine MsrA act,MT1-MMP act inh,Neddyl block,MsrA inhibitor,NRP1-CendR mod,FAS TE block,E coli Lon inh
O=C(Cn1nc(-c2ccccc2)c2ccccc2c1=O)Nc1ccc2c(c1)nc1n2CCOC1,-5,5,-2,2,i,-1.1,-8,-1,-7
Cc1c(OCC(=O)NCCCn2ccnc2)ccc2c3c(c(=O)oc12)CCCC3,7,-2,-4,-1,i,0.7,-5,-6,-1
c1ccc(-c2cn3ccccc3n2)cc1,-8,0,-2,1,i,0.4,-3,-12,0
COc1ccc2[nH]cc(CCNC(=O)CCC3CCCCC3)c2c1,1,-1,-2,1,i,1.6,0,7,-9
CCCCNC(=O)Nc1ccccc1Br,19,3,4,-3,i,-0.3,9,-11,-3
CS(=O)(=O)Nc1cccc(NC(=O)c2ccc(-n3ccnc3)c3ccoc23)c1,11,-3,1,10,i,0.1,-15,-5,-3
CC1CCC(NC(=O)c2cc3c(=O)n(C)c4ccccc4c3n2C)CC1 (configuration not stated),4,-2,-10,8,i,0.3,-10,8,3
Cc1ccc2c(C)c(C)c(=O)n(C)c2c1,11,2,-2,3,i,-0.1,4,-10,-7
CC(C)c1csc(CN2CCCC(CNC(=O)c3cccc4ccccc34)C2)n1 (configuration not stated),-4,3,-9,-3,i,1.9,4,-2,7
Cc1ccc(NS(=O)(=O)c2cc(C(N)=O)ccc2C)cc1,-15,1,-2,2,i,0.2,6,-6,0
CCCCN1C(=O)CC(C(=O)OCC)=C1C,10,1,-2,-1,i,0.0,14,-5,0
O=C(NNC(=O)c1cccs1)c1cccnc1,1,3,-12,0,i,3.0,14,-2,0
CCn1c2ccccc2c2cc(CN3CCN(Cc4cc(OC)ccc4O)CC3)ccc21,3,5,-4,4,i,0.3,4,20,-5
O=C(Nc1ccc(N2CCN(C(=O)c3ccco3)CC2)cc1)c1cccc(F)c1,17,3,0,2,i,0.9,-10,-5,0
COc1ccc(CN(CC(=O)NCC2CCCO2)C(=O)CCC(=O)Nc2cc(C)ccn2)cc1 (configuration not stated),-11,0,-2,-1,i,0.6,-9,-7,-4
CC(CC(=O)O)n1nnc2ccccc21 (configuration not stated),4,0,-2,3,i,0.7,-6,-7,-12
Cc1ccc(-c2cc(C(F)(F)F)n3nc(C(=O)Nc4c(C)n(C)n(-c5ccccc5)c4=O)cc3n2)cc1,7,0,-3,4,i,0.8,1,-2,7
CCOC(=O)N/N=C(\C)c1ccc(Br)cc1,9,1,0,4,i,-0.2,7,-9,-9
Cc1nc(-c2ccc(Cl)cc2)sc1C1(C)CC(c2cccnc2)=NO1 (configuration not stated),8,-1,-2,4,i,-0.3,12,12,-3
CCNC(=O)CN(c1ccc(C)cc1)S(=O)(=O)c1ccc(SC)cc1,9,0,-5,-9,i,1.1,-8,-7,-7

New compounds follow:
SMILES,SKN-1 inh,Rin1 Abl inh,bovine MsrA act,MT1-MMP act inh,Neddyl block,MsrA inhibitor,NRP1-CendR mod,FAS TE block,E coli Lon inh
Nc1nc2ccc(Br)cc2s1,35,0,-6,-4,i,2.1,5,-2,13
O=C1/C(=C/c2ccccc2O)SC(=S)N1Cc1cccnc1,0,-2,1,8,i,1.7,-15,-7,-1
O=C(Nc1ccccc1N1CCN(c2ccc(F)cc2)CC1)C1CCCCC1,-12,1,-9,0,i,0.4,-3,-4,-6
O=C(Nc1ncc(Cc2cccc(C(F)(F)F)c2)s1)c1ccc(-c2cccc([N+](=O)[O-])c2)o1,6,1,0,-4,i,-0.2,15,28,12
OCC1(CO)COC(/C=C/c2ccccc2)=N1,-5,3,-5,2,i,0.9,-1,-5,-8
COC(=O)c1ccc2nc(-c3ccccc3)c(Cc3ccc(C)cc3)n2c1,11,x,-2,-5,x,-0.3,-17,24,-12
Cc1cc(NC(=O)CSc2nc3c(C)ccc(C)c3cc2C#N)no1,15,2,0,-44,i,0.7,-2,-1,-9
C/C=C/C1=CC(=O)C[C@H](c2ccc(OC)c(OC)c2)C1,2,1,-1,-1,i,-0.2,1,-9,-2
COc1ccc(S(=O)(=O)NCC2CCCO2)cc1NC(=O)c1ccccc1 (configuration not stated),-7,1,0,-3,i,0.3,8,-4,-3
Cc1nc(N2CCN(S(=O)(=O)c3cccs3)CC2)c2c(-c3ccccc3)c(C)sc2n1,28,-4,1,5,i,0.0,0,19,-7
CCOc1ccc(Nc2nc3c(C)cccc3cc2C#N)cc1,11,-2,0,0,i,0.1,-13,3,5
COc1ccc(OC)c(NC(=O)CSc2nnc(CNc3ccc(F)cc3)o2)c1,5,1,-4,2,i,-0.5,-9,-1,-2
O=C(NCCN1CCOCC1)c1cccc(Cl)c1,-6,1,-8,16,i,1.9,6,0,-5
Cc1cc(COc2ccccc2OCc2cc(C)no2)on1,2,3,1,1,i,0.6,-3,-6,5
COC(=O)c1ccc(CNC(=O)c2ccc3c(c2)NC(=O)CS3)cc1,-6,-4,-3,-3,i,1.4,12,-7,-4
COc1ccc(C=CC(=O)c2ccc(OC)c(OC)c2)cc1O,1,1,-11,8,i,4.7*,-11,-7,2
CCCCC(=O)Nc1sc2c(c1C(N)=O)CCC2,-6,-2,-10,3,i,0.3,5,-9,-6
CCN(CC)C(=O)CSc1nc2ccccc2c(=O)n1-c1ccccc1OC,-6,0,-14,-5,i,2.5,21,-7,-9
CC(C)CN1CCC(=O)N(CCSc2ccccc2)CC1,-11,0,-11,6,i,1.1,7,-11,-7
CCNC(=O)COC(=O)c1cccc(Br)c1,2,2,-3,-2,i,3.4,1,-6,2

Overlap with the part before: 2 entries; new compounds follow.
SMILES,SKN-1 inh,Rin1 Abl inh,bovine MsrA act,MT1-MMP act inh,Neddyl block,MsrA inhibitor,NRP1-CendR mod,FAS TE block,E coli Lon inh
CC(C)CN1CCC(=O)N(CCSc2ccccc2)CC1,-11,0,-11,6,i,1.1,7,-11,-7
CCNC(=O)COC(=O)c1cccc(Br)c1,2,2,-3,-2,i,3.4,1,-6,2
CCc1nnc(NC(=O)c2cc(C)oc2C)s1,5,1,-3,2,i,-1.0,0,-10,-16
COc1cc(COc2ccc3c(C)c(CC(=O)O)c(=O)oc3c2C)cc(OC)c1OC,-4,2,-2,5,i,1.7,7,-2,-5
O=c1cc(N2CCCCC2)c(-c2ccccc2)nn1Cc1ccccc1Cl,14,2,-9,-4,i,0.3,-3,21,-4
Cc1ccc(Cl)cc1N1C(=O)CC(Sc2ccccc2N)C1=O (configuration not stated),14,0,-2,3,i,0.0,3,-3,5
CNC(=S)N1CCc2cc(OC)c(OC)cc2C1COc1ccc(F)cc1 (configuration not stated),-10,-5,0,1,i,-1.6,-9,13,-10
CCC1=C(OC(=O)N(CC)CC)N2C(=O)OC(=NCCc3c[nH]c4ccccc34)[C@]2(Cc2ccccc2)[C@H]2C1=CC[C@H]1C(=O)N(CC)C(=O)[C@H]12,12,3,0,-7,i,2.0,17,28,-2
CC(C)(C)c1ccc(OCC(=O)N/N=C/c2ccsc2)cc1,-6,2,-1,19,i,-0.5,0,22,6
CCOc1cc(C=O)c(Br)cc1OC1CCCC1,-2,-9,0,-7,i,-0.4,-6,13,9
CC(=O)N1CCN=C1SCc1ccc(F)cc1,-8,-1,-1,-3,i,-0.5,-10,2,1
CCOC(=O)C1=NS(=O)(=O)NC(C)=C1,9,-1,-5,5,i,0.9,-7,-7,-3
CCCCNC(=O)C1c2ccccc2OCC(=O)N1CCc1ccc(OC)c(OC)c1 (configuration not stated),13,x,-4,1,i,-0.1,2,-6,10
COCCCN1C(=O)C(=O)/C(=C(/O)c2ccc(S(=O)(=O)N3CCCCC3)cc2)C1c1cccc(OC)c1 (configuration not stated),4,0,-13,2,i,-0.3,4,-8,2
O=NN(Cc1cccnc1)Cc1cccnc1,9,2,-3,6,i,-0.4,-5,-3,-9
CCCCCc1ccc(-c2cn(CC3CCCCC3)nn2)cc1,21,1,-1,1,i,1.2,-4,4,-15
CCC1=NN(C(=O)C(=O)Nc2ccc(Br)cc2)C(O)(C(F)(F)F)C1 (configuration not stated),1,1,-5,5,i,-0.3,10,3,3
COC(=O)[C@]12CCCCC=C1N(Cc1ccco1)C(=O)[C@H](CC(=O)NCc1ccccc1)C2,7,x,-4,2,i,0.3,-4,-3,-5
CC1Oc2ccc(C#N)cc2N(Cc2ccc(F)cc2)C1=O (configuration not stated),14,-1,1,3,i,x,-11,7,-1
Cn1c(=O)c2[nH]c(C3CCCC3)nc2n(C)c1=O,0,-1,-4,1,i,-0.5,-12,-2,1
COc1cc2c(cc1OC)C(C)N(C(=O)c1c(-c3ccccc3)noc1C)CC2 (configuration not stated),-4,-1,-2,2,i,-0.4,2,-4,3
O=C(NCc1cccc(C(F)(F)F)c1)N1CCN(S(=O)(=O)c2ccccc2F)CC1,8,0,3,3,i,-1.6,-1,9,1

Additional compounds
SMILES,SKN-1 inh,Rin1 Abl inh,bovine MsrA act,MT1-MMP act inh,Neddyl block,MsrA inhibitor,NRP1-CendR mod,FAS TE block,E coli Lon inh
Cc1nc(C)c(C(=O)Nc2cccc(C)c2C)s1,14,2,-2,0,i,-0.5,-8,-5,-1
COc1ccc(-n2ncc3c(N4CCN(c5cc(C)ccc5C)CC4)ncnc32)cc1,-6,0,-6,4,i,-0.1,4,8,3
COc1cccc(/C=C/C(=O)N2CCN(S(=O)(=O)c3ccccc3)CC2)c1,16,-4,-4,1,+,1.1,15,7,-9
O=C(NC1CCCC1)N[C@@H]1CC[C@@H](CC(=O)N2CCOCC2)O[C@@H]1CO,8,x,x,0,i,-0.3,-2,x,x
Cc1ccccc1NC(=O)COc1ccccc1C,1,-2,-3,-4,i,-0.5,-1,4,-12
COc1ccc(NC2CCCN(C(=O)CCn3cccn3)C2)cc1 (configuration not stated),8,-2,-4,-1,i,-0.5,0,-8,1
CC(C)c1ccc(NC(=S)NNC(=O)c2cccs2)cc1,0,-1,-4,6,i,1.7,14,-4,-6
COc1ccccc1Nc1nc2nonc2nc1N1CCC(C)CC1,7,0,0,1,i,-0.9,-5,-3,-19
Cc1ccc(S(=O)(=O)NC(=O)c2cccc(C)c2)cc1,3,0,0,-2,i,-0.5,0,-5,0
COc1ccc(Cn2nnc3c(=O)[nH]c(C4CCN(S(=O)(=O)c5ccc(C)cc5)CC4)nc32)cc1,-13,3,0,-3,i,-0.2,-5,12,-2
CCN(CC(=O)NCc1ccc(Cl)cc1)C(=O)CSc1cc(C)ccc1C,21,3,0,0,i,0.9,17,7,-9
O=C(O)c1ccc(-n2c(/C=C/c3ccccc3)nc3ccccc3c2=O)cc1,12,0,-2,6,i,3.7,-5,-6,-13
O=C(/C=C/Sc1ccccc1)c1ccc(Cl)cc1,36*,-1,-5,-23,i,0.9,5,22,-8
CC(C)(C)C1CCC(=NNC(=O)C2COc3ccccc3O2)CC1 (configuration not stated),-11,5,-1,0,i,1.1,8,7,0
O=C(Nc1ccc(Br)c(Cl)c1)c1ccco1,86*,-1,-3,-1,i,-0.5,-4,9,-4
